Screening results (PubChem BioAssay)
D1 agonist: Allosteric Agonists of the Human D1 Dopamine Receptor: qHTS. activation, % at 2 µM. HEK293 T-REx D1 cells, calcium flux, agonist mode. D(1A) dopamine receptor (Homo sapiens), P21728. 1% of 360,000 active; note: 0% is about no effect
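Agonism was scored from calcium flux recorded over 180 s (1 read/s) after pintool compound addition, following a 10-cycle baseline. Cells were inducible force-coupled HEK293 TREx D1, plated overnight at 30 C and loaded with no-wash calcium dye.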
D2 ag: HTS Assay for Allosteric Agonists of the Human D2 Dopamine Receptor: Primary Screen for Agonists; activation, % at 2 µM; D(2) dopamine receptor (Homo sapiens), P14416; 0.53% of 340,000 active; AID 485358, 2010; HEK293 T-REx D2 cells, calcium flux agonist mode;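 active = activation over 3 SD above normal in the single-dose calcium agonist read, cut at about 30% in these data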; note: 0% is about no effect
Target sequence (P14416 whole entry, looked up): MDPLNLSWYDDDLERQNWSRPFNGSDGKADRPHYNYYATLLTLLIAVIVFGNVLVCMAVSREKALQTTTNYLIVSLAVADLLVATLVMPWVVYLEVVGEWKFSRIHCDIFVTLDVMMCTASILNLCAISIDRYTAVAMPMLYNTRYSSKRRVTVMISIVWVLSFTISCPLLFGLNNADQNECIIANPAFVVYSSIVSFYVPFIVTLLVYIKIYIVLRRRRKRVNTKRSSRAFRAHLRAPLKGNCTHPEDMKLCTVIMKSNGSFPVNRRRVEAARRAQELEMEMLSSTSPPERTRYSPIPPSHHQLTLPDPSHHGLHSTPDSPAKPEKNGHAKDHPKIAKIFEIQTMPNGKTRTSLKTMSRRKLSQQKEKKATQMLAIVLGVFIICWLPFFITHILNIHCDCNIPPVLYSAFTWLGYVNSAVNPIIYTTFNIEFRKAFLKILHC
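Calcium-flux readout, 1 cycle/sec over 180 s following compound pin transfer, in inducible HEK293 Trex D2 cells (force-coupled); dopamine controls included. Positive calcium responses during this window marked compounds as potential agonists.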
D2 potentiator: HTS Assay for Positive Allosteric Modulators of the Human D2 Dopamine Receptor: Primary Screen for Potentiators; D(2) dopamine receptor (Homo sapiens), P14416; HEK293 T-REx D2, calcium flux, EC20 dopamine potentiation; potentiation, % at 10 µM; 0.34% of 340,000 active; AID 485347, 2010;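 active = potentiation over 3 SD above the plate norm, cut at about 30% in these data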; note: 0% is about no effect
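Potentiation of an EC20 dopamine calcium response measured kinetically over 180 s, after a preceding 180 s compound-only read flagging agonists. Cells: inducible Hek293 Trex D2 line, 4000/well, cultured overnight at 30 C before dye loading.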
D2 antag: HTS Assay for Allosteric Antagonists of the Human D2 Dopamine Receptor: Primary Screen for Antagonists; D(2) dopamine receptor (Homo sapiens), P14416; HEK293 TREx D2 cells, calcium flux, dopamine EC80; inhibition, % at 10 µM; 2% of 340,000 active; AID 485344, 2010; in the data active = inhibition above about 30%; note: 0% is about no effect
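Tetracycline-induced HEK293 TREx cells expressing D2 receptor forced-coupled to calcium signalling, loaded with no-wash calcium dye. Compounds added and calcium flux read 180 s, then dopamine added at EC80 and read a further 180 s.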
D1 PAM: Potentiators of Human D1 Dopamine Receptor: qHTS; HEK293 TREx D1 cells, calcium flux, dopamine EC20 potentiation; potentiation, % at 10 µM; 0.036% of 360,000 active; in the data active = potentiation above about 30%; note: 0% is about no effect
D1 antag: Antagonist of Human D 1 Dopamine Receptor: qHTS | activity change, negative = inhibition, % at 10 µM | D(1A) dopamine receptor (Homo sapiens), P21728 | 3.2% of 360,000 active | HEK293 TREx D1 cells, calcium flux, dopamine EC80; hits give low values; in the data active = activity change below about -30%; note: % is set by controls: 0 for no effect and ±100 for the full control effect
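Allosteric or orthosteric antagonism assessed as attenuation of the calcium response to EC80 dopamine, added 180 s after compound, in induced HEK293 Trex D1 cells loaded with no-wash calcium dye.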
TRHR agonist: qHTS for Small Molecule Agonists and Allosteric Enhancers of Human TRH Receptor: Primary Screen for Agonists. Thyrotropin-releasing hormone receptor (Homo sapiens), P34981. TRHR cells, calcium flux fluo-8, FDSS agonist mode. activation, % at 2 µM. 0.18% of 360,000 active. AID 493084, 2011; note: 0% is about no effect
Target sequence (P34981 whole entry, looked up): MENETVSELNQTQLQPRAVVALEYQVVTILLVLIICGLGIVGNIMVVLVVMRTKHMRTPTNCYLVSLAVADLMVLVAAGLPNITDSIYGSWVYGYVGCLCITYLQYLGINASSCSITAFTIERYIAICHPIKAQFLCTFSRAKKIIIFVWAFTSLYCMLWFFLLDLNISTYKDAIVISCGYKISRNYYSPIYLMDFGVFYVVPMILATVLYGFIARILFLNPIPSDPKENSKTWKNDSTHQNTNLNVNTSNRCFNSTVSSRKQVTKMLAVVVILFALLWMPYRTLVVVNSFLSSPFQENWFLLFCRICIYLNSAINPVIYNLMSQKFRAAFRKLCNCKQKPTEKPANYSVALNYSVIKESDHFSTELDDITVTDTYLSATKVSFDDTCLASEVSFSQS
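TRHR-expressing cells loaded with fluo-8 calcium dye; 23 nL library compound pin-transferred, kinetic FDSS fluorescence (Ex 480/Em 530) recorded about 180 s for agonist-induced calcium release, before a 10 nM TRH EC20 addition for potentiator mode.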
TRHR enhancer: qHTS for Small Molecule Agonists and Allosteric Enhancers of Human TRH Receptor: Primary Screen for Enhancers; TRHR cells, fluo-8 calcium fluorescence, EC20 TRH enhancement; 0.66% of 360,000 active; enhancement, % at 2 µM; Thyrotropin-releasing hormone receptor (Homo sapiens), P34981; in the data active = enhancement above about 30%; note: 0% is about no effect
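TRHR-expressing cells loaded with fluo-8 calcium dye were read kinetically (ex 480/em 530) during compound addition, then stimulated with an EC20 of TRH (10 nM final). Enhancement of the Gq-mediated intracellular calcium response was scored.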
RXFP1 antagonist: qHTS Assay for Antagonists of the Relaxin Receptor RXFP1 | activity change, negative = inhibition, % at 57.5 µM | HEK293-RXFP1, relaxin-stimulated cAMP HTRF, 30 min; hits give low values | 0.59% of 350,000 active | AID 1259400, 2018 | Relaxin receptor 1 (Homo sapiens), Q9HBX9;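 active = activity change of -60% or lower, but not beyond a set lower limit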; note: % is set by controls: 0 for no effect and ±100 for the full control effect
* hit, by the source's call; x = no result given. Cut-off read from the data, not from the text of the source, unless noted: active = activation above about 30%; inactive = the rest.

SMILES | D1 agonist | D2 ag | D2 potentiator | D2 antag | D1 PAM | D1 antag | TRHR agonist | TRHR enhancer | RXFP1 antagonist
COc1ccc(Cc2nnc(Nc3ccccc3OC)[nH]c2=O)cc1 | 0 | -0.7 | -19 | 1 | -3 | -2 | 0.1 | -1 | -24
CCOC(=O)CC(=O)CSc1nc2nc(C)cc(C)n2n1 | 6 | 0.1 | 1 | 1 | 2 | -7 | 0.4 | 2 | 4
COc1ccc(NC(=O)CCN2CCOCC2)c(OC)c1 | 3 | 1.9 | -2 | -10 | 7 | 9 | -0.3 | 3 | -13
COCCNC(=O)c1ccc(S(=O)(=O)c2ccc(Cl)cc2)c(NC(C)=O)c1 | 5 | 0.0 | 6 | 9 | -4 | -3 | -0.4 | -4 | 5
O=C(Nc1ccc2c(c1)OCCO2)c1ccccc1F | 1 | -0.2 | 0 | -11 | -7 | -7 | -0.1 | -3 | -4
CCC(C)NC(=O)c1ccc(Cn2c(=O)c3cccn3c3cccnc32)cc1 (stereo not drawn) | 3 | 0.7 | 4 | x | 5 | -17 | -0.2 | 11 | -9
CCC(Cn1nnc2ccccc2c1=O)NC(=O)Nc1ccc(C)c(C)c1 (stereo not drawn) | 1 | -1.2 | 0 | x | 0 | -11 | -0.4 | -13 | -18
CCN(Cc1ccccc1)C(=O)CS(=O)(=O)c1ccccc1 | 5 | x | x | x | 0 | -2 | -0.1 | 4 | 4
Cc1ccccc1/C=N/NC(=O)c1ccc(-n2cnnn2)cc1 | 2 | -1.1 | -4 | -4 | 0 | -20 | 1.8 | -2 | -7
CNC(=O)c1cc(S(=O)(=O)NCc2ccncc2)ccc1OC | 3 | -0.1 | 4 | -9 | -1 | 8 | 0.2 | 0 | -4
COc1ccc(C(=O)OCCCc2cc3ccccc3c(=O)o2)cc1 | 4 | 0.5 | -1 | -1 | 7 | x | -0.4 | 0 | x
Cc1ccc(NC(=O)Cc2coc3c(C)c(C)ccc23)c(C)c1 | 0 | -0.2 | 4 | x | -4 | -2 | 0.3 | -3 | -35
COc1ccc(NS(=O)(=O)c2ccc3nc(-c4ccccc4)[nH]c3c2)cc1 | 7 | 0.0 | -6 | x | -4 | -16 | 0.4 | -4 | x
Cc1nn(CC(=O)Nc2cccnc2)c(C)c1[N+](=O)[O-] | 0 | x | x | x | -2 | 9 | -1.1 | 3 | -5
O=C(COc1ccc2ccccc2c1)Nc1ccc(Br)cc1C(=O)O | 1 | -0.5 | -11 | 5 | 0 | -18 | -2.2 | 4 | -19
COC(=O)c1c(C)oc2ccc(NS(=O)(=O)c3cc(OC)ccc3OC)cc12 | 4 | 0.8 | x | 9 | -1 | 1 | 0.1 | -2 | -4
O=C(O)/C=C\C(=O)Nc1ccc(N2CCN(c3ccc(Cl)cc3)CC2)cc1 | 4 | 2.3 | 9 | -3 | -4 | -17 | 1.6 | 6 | -1
CCCCNC(=O)Cn1nc(C)c(S(=O)(=O)N2CCOCC2)c1C | 4 | 0.1 | 6 | 5 | -3 | -13 | 4.0 | -2 | -4
CCN(CC)S(=O)(=O)c1ccc(Cl)c(C(=O)NCc2ccco2)c1 | 1 | -0.1 | 6 | -10 | -2 | -2 | -0.4 | 0 | 2
CCc1nn(CC(=O)N2CCCCCC2)c(=O)c2cc3ccccc3n12 | 3 | 0.4 | 0 | 6 | -4 | 13 | 0.5 | 6 | 5
COc1ccc(-c2oc3ncn4nc(COc5ccccc5C)nc4c3c2-c2ccc(OC)cc2)cc1 | 2 | 0.4 | 1 | x | 1 | 4 | -0.6 | 4 | 1
COC(=O)c1c(C)oc2ccc(N(C(C)=O)S(=O)(=O)c3ccccc3)cc12 | 2 | -0.6 | -14 | 4 | -10 | -66* | -0.3 | -4 | -5
Cc1ccc(O)c(NC(=O)C2CC(c3ccc(F)cc3)=NO2)c1 (stereo not drawn) | 3 | 0.6 | 18 | -16 | -9 | -9 | -2.3 | 3 | -4
O=C1NC(=O)C(Cc2c[nH]c3ccccc23)N1 (stereo not drawn) | 8 | 1.4 | 4 | -4 | x | 1 | 0.4 | -5 | 16
COc1ccc(CCNS(=O)(=O)c2cn(C)nc2C)cc1OC | 1 | -0.2 | 3 | 6 | -1 | -8 | -0.1 | 0 | -12
CCN(CC)S(=O)(=O)c1ccc2c(c1)c(=O)c(C(=O)N1CCN(c3cccc(Cl)c3)CC1)cn2C | 1 | 1.7 | -9 | x | 8 | -3 | 0.1 | -3 | x
C/C(=N\NC1=NCCN1)c1ccccc1 | 5 | 0.7 | -6 | 1 | -4 | -6 | 0.9 | 0 | 2
Cc1cc(C)cc(OCCNC(=O)c2ccc(Br)cc2)c1 | 1 | -1.3 | -12 | 4 | 1 | -3 | 0.7 | -10 | -3
C=CCN(C(=O)CN1CCCCC1)c1nc(-c2ccccc2)cs1 | 0 | 0.1 | 4 | -7 | 4 | 13 | 0.0 | -1 | 1
COc1cc(C2C(C#N)=C(N)Oc3cc(C)n(CC4CCCO4)c(=O)c32)cc2c1OCO2 (stereo not drawn) | 4 | -1.1 | 2 | 4 | 5 | -5 | -1.2 | -8 | 11

Some of these compounds in order of heavy-atom count, high to low.
SMILES | D1 agonist | D2 ag | D2 potentiator | D2 antag | D1 PAM | D1 antag | TRHR agonist | TRHR enhancer | RXFP1 antagonist
COc1cc(C2C(C#N)=C(N)Oc3cc(C)n(CC4CCCO4)c(=O)c32)cc2c1OCO2 (stereo not drawn) | 4 | -1.1 | 2 | 4 | 5 | -5 | -1.2 | -8 | 11
COc1ccc(CCNS(=O)(=O)c2cn(C)nc2C)cc1OC | 1 | -0.2 | 3 | 6 | -1 | -8 | -0.1 | 0 | -12
Cc1cc(C)cc(OCCNC(=O)c2ccc(Br)cc2)c1 | 1 | -1.3 | -12 | 4 | 1 | -3 | 0.7 | -10 | -3

(listing goes on)
SMILES | D1 agonist | D2 ag | D2 potentiator | D2 antag | D1 PAM | D1 antag | TRHR agonist | TRHR enhancer | RXFP1 antagonist
COc1cc(C(=O)NCC(c2ccc(N(C)C)cc2)N2CCCC2)cc(OC)c1OC (stereo not drawn) | 4 | x | -18 | x | 0 | -12 | 1.1 | -2 | -12
Cc1ccc(/C=N/NC(=O)CSc2nnc(-c3ccccc3)n2-c2ccc(Cl)cc2)o1 | 1 | -0.1 | 8 | 12 | 14 | 9 | -0.8 | 3 | -8
COC(=O)C1=C(C)NC(=O)CC1c1cccc(Cl)c1Cl (stereo not drawn) | 5 | -2.0 | 4 | -6 | 3 | 0 | -0.1 | -2 | x
Cc1nc(NC(=O)CSc2nncs2)c(Cl)cc1Cl | 6 | -0.4 | 3 | -28 | 0 | 21 | 0.4 | -3 | 11
CN(C)c1ccc(C(=O)N/N=C/c2ccccn2)cc1 | -1 | 0.2 | -2 | 4 | 2 | -40* | -0.1 | -5 | -8
O=C(NCc1ccco1)C1CCN(c2nnc(-n3cccc3)s2)CC1 | -1 | 0.1 | -7 | -2 | 14 | 8 | -0.4 | 8 | x
COc1ccc(CCCNC(=O)C2CCC(=O)N(CCc3cccc(F)c3)C2)cc1 (stereo not drawn) | 2 | -0.2 | 4 | -11 | -6 | -6 | 3.7 | -4 | -7
COc1ccc(C(=O)OCC(=O)NCC2CCCO2)cc1S(=O)(=O)N1CCCc2ccccc21 (stereo not drawn) | -1 | x | x | x | -5 | -1 | -0.1 | 7 | -17
Fc1ccccc1N1CCN(c2ncnc3onc(-c4ccc(Cl)cc4)c23)CC1 | 2 | 0.7 | 2 | x | -2 | 5 | 0.9 | -3 | x
O=C(NCCCn1ccnc1)C1CC(c2ccccc2Cl)=NO1 (stereo not drawn) | 3 | 2.7 | 1 | -2 | -3 | 24 | 0.7 | 3 | -9
O=C(CCNC(=O)C1CCN(S(=O)(=O)c2ccccc2)CC1)NC1CC1 | 0 | 0.3 | 15 | -4 | -1 | -6 | 1.1 | 8 | -16
O=C(CSc1nnc(Nc2ccccc2F)s1)NCc1ccco1 | -1 | -0.6 | 0 | 4 | 0 | -1 | -0.2 | 1 | 15
CCC(=O)Nc1ccc(C(=O)CSc2nc3ccc(C)cc3[nH]2)cc1 | 0 | -1.3 | 5 | -1 | -2 | -7 | -0.9 | 3 | x
O=C(NNC(=O)C1CCN(S(=O)(=O)c2ccccc2C(F)(F)F)CC1)c1ccccc1O | 6 | -0.4 | 1 | 0 | -3 | 5 | -0.1 | 1 | -2
Cc1ccc(C(=O)N2CCN(c3ccc(C(F)(F)F)cn3)CC2)cc1 | 1 | 0.2 | -2 | -10 | -7 | 12 | 0.1 | 0 | -1
Cc1ccc(CN2CCN(C(=O)CCc3ccccc3)CC2)cc1 | 0 | -4.8 | -4 | -14 | 0 | 20 | 0.5 | -6 | 6
COc1ccc(C(=O)COC(=O)CCN2C(=O)C3C4CC(C(Br)C4Br)C3C2=O)cc1 (stereo not drawn) | 1 | 1.3 | 1 | 10 | -4 | 5 | 0.1 | 17 | -5
COCCOC(=O)C1=C(C)NC(=O)NC1c1cc2c(cc1Br)OCO2 (stereo not drawn) | 2 | 0.2 | -9 | -22 | -3 | -2 | -1.1 | 4 | 4
N#Cc1c2n(c(=S)n(-c3ccccc3[N+](=O)[O-])c1=O)CCCCC2 | 6 | 1.3 | 2 | -10 | 0 | -6 | 4.8 | 2 | 6
CCc1ccc(N2CC(C(=O)Nc3ccccc3F)CC2=O)cc1 (stereo not drawn) | 2 | 0.9 | 6 | 11 | -4 | 19 | 0.1 | -2 | 3
COC(CNC(=O)C1CCN(C(=O)c2cc3oc(C)cc3n2Cc2c(F)cccc2Cl)CC1)OC | -1 | 0.9 | -14 | 7 | 6 | -5 | -0.1 | 2 | -11
O=C(COc1ccc(S(=O)(=O)N2CCOCC2)cc1Cl)NC1CCCCC1 | 1 | -0.1 | 19 | -8 | 2 | 0 | 0.7 | 3 | 0
Cc1cc(NC(=O)CCCn2cnc([N+](=O)[O-])n2)no1 | -1 | 0.5 | -4 | -22 | -4 | x | 0.5 | -1 | 8

Among those listed so far, 2 have a COOH group.
SMILES | D1 agonist | D2 ag | D2 potentiator | D2 antag | D1 PAM | D1 antag | TRHR agonist | TRHR enhancer | RXFP1 antagonist
O=C(COc1ccc2ccccc2c1)Nc1ccc(Br)cc1C(=O)O | 1 | -0.5 | -11 | 5 | 0 | -18 | -2.2 | 4 | -19
O=C(O)/C=C\C(=O)Nc1ccc(N2CCN(c3ccc(Cl)cc3)CC2)cc1 | 4 | 2.3 | 9 | -3 | -4 | -17 | 1.6 | 6 | -1
